Screening data (PubChem)
MRP-1 activ = activators of MRP-1 | H69AR cells + doxorubicin, viability rescue, CellTiter-Glo | viability increase, % at 10 µM | hit rate 0.61% among 140,000 | AID 799;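 active = viability gain under doxorubicin at or above a set limit, the compound median plus 3 SD, cut at about 4.7% in these data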;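 also: MRP-1 overexpressing cells given doxorubicin 25 µM after compound pretreatment; 18-22 h compound pretreatment then 72 h with doxorubicin before readout; 0% = doxorubicin-only wells and 100% = vehicle-treated cells without doxorubicin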
NPY-Y2 antag = NPY-Y2 (human) receptor antagonism. NPY-Y2 expressing cells, antagonist mode. inhibition, % at 2.7 µM. hit rate 0.99% among 140,000. P49146; in the data active = inhibition above about 17%;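 also: 0% = vehicle with agonist challenge and 100% = reference antagonist with challenge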
Target sequence (P49146 whole entry, looked up): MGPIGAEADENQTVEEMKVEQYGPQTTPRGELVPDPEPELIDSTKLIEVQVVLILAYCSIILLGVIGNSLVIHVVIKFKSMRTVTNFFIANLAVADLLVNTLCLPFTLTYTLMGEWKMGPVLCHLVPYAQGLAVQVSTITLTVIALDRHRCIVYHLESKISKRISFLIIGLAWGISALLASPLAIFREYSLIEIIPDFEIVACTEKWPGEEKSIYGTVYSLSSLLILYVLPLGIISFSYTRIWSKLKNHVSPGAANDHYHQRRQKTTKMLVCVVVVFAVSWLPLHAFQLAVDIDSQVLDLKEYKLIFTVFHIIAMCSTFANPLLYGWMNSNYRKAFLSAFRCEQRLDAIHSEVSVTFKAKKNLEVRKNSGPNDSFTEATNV
Yeast lifespan up = yeast lifespan extension; S. cerevisiae growth with nicotinamide, OD615; deaD strain in restrictive glucose medium; inhibition of the nicotinamide effect, % at 10 µM; hit rate 0.68% among 130,000; AID 775;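 active = inhibition above a set limit, placed 3 SD over the median of all compounds, cut at about 26% in these data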;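 also: 0% = nicotinamide-treated wells and 100% = cells grown without nicotinamide; some compounds called inactive have numbers as strong as hits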
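Material: Modified budding yeast, DeaD strain | Medium: Restrictive glucose medium | Probe or stimulus: 1.5 mM nicotinamide | Dosing: Single dose 10 µM compound, 0.25% DMSO | Times: 48 h at 30 °C | Technique: OD615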
BB579 growth dn = yeast BB579 growth reduction in restrictive medium | S. cerevisiae BB579 growth, OD615, 48 h | inhibition, % at 10 µM | hit rate 0.51% among 140,000 | AID 804;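 active = inhibition above a set limit, 3 SD over the mean compound inhibition, cut at about 44% in these data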; also: inactives centre near -24
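Assay system – yeast BB579 (DeaD) · Dosing – single compound dose of 10 µM, 0.25% DMSO final · Detection – OD615 turbidity measurement · Buffer or medium – CSMM-D restrictive synthetic medium containing dextrose (glucose) · Benchmarks – positive control amphotericin B 10 µg/mL · Incubation – 48 h exposure, 30 °C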
Measles CPE = protection of cells from measles virus. protection (pct of control), % at 4 µM. hit rate 1.5% among 140,000. Measles virus-infected cells, CPE protection, absorbance. AID 841; in the data active = protection mostly above about 24%, no sharp cut-off; inactive = mostly below about 26%; also: some compounds called inactive have numbers as strong as hits
bCat KO growth = beta-catenin-lacking colon tumor cell growth suppression | HCT116 beta-catenin knockout viability, CellTiter-Glo, 60 h; active compounds read low | viability, % at 10 µM | hit rate 1.5% among 140,000 | AID 818;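 active = viability at or under a set limit, the compound median less 4 SD, cut at about 6% in these data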;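 also: 0% = Hyamine 1622 control at 20 µM and 100% = untreated cell control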
GALR2 antag = blocks the human galanin receptor 2; O43603; GALR2-expressing cells, antagonist mode; inhibition, % at 4 µM; hit rate 0.39% among 140,000; in the data active = inhibition above about 27%;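 also: cells stimulated with galanin 1-16 at roughly its EC80; 0% = agonist challenge control and 100% = basal control without agonist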
Target sequence (O43603 whole entry, looked up): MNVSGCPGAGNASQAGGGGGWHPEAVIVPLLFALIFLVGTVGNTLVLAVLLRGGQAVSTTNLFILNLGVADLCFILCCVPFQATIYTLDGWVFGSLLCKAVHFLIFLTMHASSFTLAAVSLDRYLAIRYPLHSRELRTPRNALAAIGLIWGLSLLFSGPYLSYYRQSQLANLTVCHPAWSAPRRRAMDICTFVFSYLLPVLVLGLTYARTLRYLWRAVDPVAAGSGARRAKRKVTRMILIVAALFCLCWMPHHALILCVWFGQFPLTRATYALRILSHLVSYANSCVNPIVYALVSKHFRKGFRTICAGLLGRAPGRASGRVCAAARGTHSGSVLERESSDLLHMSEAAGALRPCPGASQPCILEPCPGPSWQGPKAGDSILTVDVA
Phagocytosis inh = inhibitors of macrophage phagocytosis | J774A.1 macrophage IgG-bead phagocytosis, imaging | inhibition, % at 5 µM | hit rate 0.07% among 110,000;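 active = inhibition above the mean of the plate negative controls plus 5 SD, cut at about 13% in these data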;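 also: phagocytic index as fraction of beads internalized from green versus red external bead signal; plate controls were DMSO negative control for no effect and cytochalasin-D positive control for full effect; some results beyond the cut were filed as inactive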
PTEN del growth = suppresses growth of cells with PTEN deletion. hit rate 1.2% among 140,000. viability, % at 10 µM. AID 827. HCT116 PTEN-null viability, CellTiter-Glo, 60 h; active compounds read low;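 active = viability at or below a set limit, 4 SD under the median of all tested compounds, cut at about 3.7% in these data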;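 also: PTEN knockout HCT116 line with beta catenin targeted HCT116 as companion control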
E-sel TNF inh = blocks E-selectin expression induced by TNF alpha; HUVEC TNFa-induced E-selectin immunofluorescence, high content; inhibition, % at 2 µM; hit rate 0.71% among 120,000; AID 1246;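 active = inhibition above the batch mean plus 3 SD, and confirmed as a hit on visual image review, cut at about 43% in these data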;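 also: 0% = TNF-stimulated DMSO wells and 100% = unstimulated control wells; not every result past the cut was called active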
* hit, by the source's call; x = not tested or not shown; & = joins results of further samples. Compounds were not picked by outcome; 6.3% or so of the library scored in one or more.

Each structure is followed by: MRP-1 activ	NPY-Y2 antag	Yeast lifespan up	BB579 growth dn	Measles CPE	bCat KO growth	GALR2 antag	Phagocytosis inh	PTEN del growth	E-sel TNF inh
CCC(C)(C)NC(=O)C(c1ccc(OC)cc1)N(Cc1ccco1)C(=O)CCC(=O)Nc1cc(C)on1 (centres undefined)
→ -1.9	0	x	-19	16	71	-16	x	73	14
O=C(c1ccc(Cl)c(Cl)c1)N1CCC(=O)N(C(COCc2ccccc2)Cc2ccccc2)CC1 (centres undefined)
→ -4.3	1	14	-37	5	64	8	x	62	-1
O=C(O)CCCC(=O)Nc1ccc(Sc2ccc([N+](=O)[O-])cc2)cc1
→ -0.4	1	-14	12	5	83	-9	x	91	17
CCNC(=S)NCc1ccco1
→ -1.6	1	1	-61	4	97	0	-2	95	x
CC(=O)N1CCN(C2c3cccc4cccc(c34)C2NS(=O)(=O)c2ccccc2)CC1 (centres undefined)
→ -2.1	2	-8	-8	4	88	-4	2	85	-12
O=C(Nc1ccc2nc3ccccc3nc2c1)c1ccc(Br)cc1
→ 4.0	0	-6	2	11	94	9	-9	102	x
NC(=O)c1ncn([C@@H]2O[C@H](CO)[C@@H](O)[C@H]2O)c1O
→ -0.2	1	0	-33	13	102	12	x	94	x
O=C(CN(C1CC1)S(=O)(=O)c1ccc(S(=O)(=O)NC2CCCCC2)cc1)Nc1ccccc1
→ -6.1	-3	-20	-18	3	62	-1	1	66	26
Cc1cc(Cl)ccc1OC(C)C(=O)Nc1ccc([N+](=O)[O-])cn1 (centres undefined)
→ -0.8	4	5	-39	3	81	9	-5	74	-25
CN(NC(=O)NN)c1ncc(C(F)(F)F)cc1Cl
→ -1.4	3	-18	-27	18	93	-5	x	97	1
COc1ccc(NC(=O)CCN2CCCCC2)cc1
→ -0.3	2	-12	-17	3	94	0	-1	93&102	-18
O=C(NCSc1ccnc(SCNC(=O)c2ccc(F)cc2)n1)c1ccc(F)cc1
→ -0.6	2	-9	-8	24	91	1	0	98	-37
O=C(COc1cccc(NC(=O)c2ccco2)c1)c1ccccc1
→ -1.3	7	-13	-13	10	88	10	1	86	-5
COc1cc(NC(=O)Nc2cccc(C(C)=O)c2)cc(OC)c1OC
→ -1.6	-1	-10	-32	15	105	6	-1	95	-17
CNC(=O)COC(=O)c1nc(-n2nc(C)cc2C)ccc1Cl
→ 0.0	1	-25	-54	12	96	4	x	102	-40
COc1ccc(OC)c(N(CC(=O)NCc2cccnc2)S(C)(=O)=O)c1
→ -2.2	-2	-12	5	15	118	1	-1	108	-5
CCOC(=O)c1cc(-c2ccc(OC)cc2F)nc2c1c(C)nn2CCC#N
→ 0.2	20*	-13	-46	12	80	-19	x	85	x
COC(=O)c1c(S(=O)(=O)NCc2ccccc2)sc(C(=O)O)c1C
→ -0.5	3	23	-53	17	94	-4	3	103	-1
CC(C)=NNC(=O)CN1C(=O)NC2NC(=O)NC21 (centres undefined)
→ 1.9	2	4	0	5	96	-7	0	96	x
Cc1cc(C(F)(F)F)n2nc(C)c(-c3ccc(Cl)cc3)c2n1
→ 0.8	12	-1	-12	11	88	0	-2	98	0
O=C(O)CC(NS(=O)(=O)c1ccc(Br)cc1)c1ccco1 (centres undefined)
→ -2.5	-1	-4	-26	16	107	6	-4	89	-1
COc1ccc(C2N=C(N)N=C(N)N2c2ccc(C)cc2)cc1 (centres undefined)
→ -2.5	-4	-10	-54	40	104	-6	0	86	14
CCOC(=O)c1nn(-c2ccc(C)cc2)c(=O)c2c(N)scc12
→ -0.2	0	x	-1	17	93	3	x	91	-13
CCOC(=O)CCSCC(=O)Nc1cc(C)on1
→ -1.6	-1	2	-42	13	104	2	x	102	1
O=C(CCc1[nH]c2ccccc2c1Sc1ccccc1)NCCO
→ -0.9	1	-3	-15	5	87	-1	13	80	x
O=c1c2ccccc2nc(SCc2ccccc2F)n1C1CCCC1
→ 1.5	1	8	-31	7	81	2	-6	77	-15
CCC(Sc1nc2ccccc2s1)C(=O)Nc1nnc(C)s1 (centres undefined)
→ 10*	7	-11	16	12	91	8	-3	96	-5
O=C(c1cc2nc(-c3ccco3)cc(C(F)(F)F)n2n1)N1CCc2ccccc2C1
→ -2.3	2	-18	-14	6	90	1	x	89	-10
O=C(Nc1nnc(-c2ccc(Cl)cc2)o1)c1nc2ccccc2s1
→ -2.5	16	-9	29	3	78	-7	0	70	7
CCOC(=O)c1c(N2C(=O)C=CC2=O)sc(C)c1C
→ 0.6	-2	-4	-35	2	87	-27	0	81	-1

Nothing new here: entries from further up.
Each structure is followed by: MRP-1 activ	NPY-Y2 antag	Yeast lifespan up	BB579 growth dn	Measles CPE	bCat KO growth	GALR2 antag	Phagocytosis inh	PTEN del growth	E-sel TNF inh
Cc1cc(C(F)(F)F)n2nc(C)c(-c3ccc(Cl)cc3)c2n1
→ 0.8	12	-1	-12	11	88	0	-2	98	0
O=C(O)CC(NS(=O)(=O)c1ccc(Br)cc1)c1ccco1 (centres undefined)
→ -2.5	-1	-4	-26	16	107	6	-4	89	-1
COc1ccc(C2N=C(N)N=C(N)N2c2ccc(C)cc2)cc1 (centres undefined)
→ -2.5	-4	-10	-54	40	104	-6	0	86	14
CCOC(=O)c1nn(-c2ccc(C)cc2)c(=O)c2c(N)scc12
→ -0.2	0	x	-1	17	93	3	x	91	-13
CCOC(=O)CCSCC(=O)Nc1cc(C)on1
→ -1.6	-1	2	-42	13	104	2	x	102	1
O=C(CCc1[nH]c2ccccc2c1Sc1ccccc1)NCCO
→ -0.9	1	-3	-15	5	87	-1	13	80	x
O=c1c2ccccc2nc(SCc2ccccc2F)n1C1CCCC1
→ 1.5	1	8	-31	7	81	2	-6	77	-15
CCC(Sc1nc2ccccc2s1)C(=O)Nc1nnc(C)s1 (centres undefined)
→ 10*	7	-11	16	12	91	8	-3	96	-5
O=C(c1cc2nc(-c3ccco3)cc(C(F)(F)F)n2n1)N1CCc2ccccc2C1
→ -2.3	2	-18	-14	6	90	1	x	89	-10
O=C(Nc1nnc(-c2ccc(Cl)cc2)o1)c1nc2ccccc2s1
→ -2.5	16	-9	29	3	78	-7	0	70	7
CCOC(=O)c1c(N2C(=O)C=CC2=O)sc(C)c1C
→ 0.6	-2	-4	-35	2	87	-27	0	81	-1

Other compounds follow.
Each structure is followed by: MRP-1 activ	NPY-Y2 antag	Yeast lifespan up	BB579 growth dn	Measles CPE	bCat KO growth	GALR2 antag	Phagocytosis inh	PTEN del growth	E-sel TNF inh
Cc1cc(=O)oc2cc(OCC(=O)N/N=C/c3ccccc3[N+](=O)[O-])ccc12
→ 1.6	-1	-3	-18	23	90	1	-7	104	x
COC(=O)/C=c1/sc2nc3ccccc3n2c1=O
→ -0.5	6	-17	14	7	100	4	x	96	11
O=S(=O)(NCc1ccccc1)c1ccc(Cl)c(S(=O)(=O)NCc2ccccc2)c1
→ -1.8	-1	-4	-37	6	102	-7	0	96	5
O=C(c1cccc([N+](=O)[O-])c1)N1CCN(c2ccccn2)CC1
→ -0.2	2	10	-6	6	101	-1	-3	96	6
O=C(COc1ccc2ccccc2c1)NNC(=O)c1cnccn1
→ 0.8	4	3	-26	4	84	0	-4	79	x
COc1ccccc1CC(NC(C)=O)C(=O)NC1CCN(C(=O)c2ccc([N+](=O)[O-])cc2)CC1 (centres undefined)
→ -0.3	0	-2	-3	11	91	0	-9	97	x
CCOC(=O)c1cc2occc2n1CC(=O)N1CCN(C(=O)c2ccco2)CC1
→ 0.0	1	-12	-22	22	90	2	1	90	x
Cn1c(SCC(=O)N2CCOCC2)nnc1-c1ccc(Cl)cc1Cl
→ -1.8	5	19	-26	5	107	3	-1	92	x
CCC1OC23CCCCC2C(C#N)(C(=N)O3)C1(C#N)C#N (centres undefined)
→ -2.8	0	-16	-44	10	102	-4	1	99	-4
COc1ccc(/C=N/NC(=O)c2cccc(Br)c2)cc1Cn1cc(Cl)cn1
→ -4.6	5	11	-34	4	57	5	x	39	-8
Oc1ccc(-c2nc(=S)[nH][nH]2)cc1
→ 0.8	2	x	-43	10	98	-2	x	119	-24
Cc1ccc(OCc2nc(-c3ccccc3)no2)c(C)c1
→ 0.5	7	-33	7	3	98	-28	0	86	x
COc1ccc(Nc2oc(COc3ccccc3F)nc2C#N)cc1
→ -4.5	3	-2	41	20	57	-11	0	55	-10
Cc1cccc(S(=O)(=O)Nc2ccc(-c3cn4ccccc4n3)cc2)c1
→ 3.3	5	-4	-28	4	84	-13	-13	89	8
N=c1sccn1CC(=O)Nc1cc(Cl)ccc1Oc1ccccc1
→ -4.2	11	5	-34	3	66	11	5	69	-1
Cc1cc(C)n2nc(SCC3COc4ccccc4O3)nc2n1 (centres undefined)
→ -1.7	3	-16	-36	x	95	-3	-1	93	28
Cc1sc(NC(=O)C2CCCO2)c(C(N)=O)c1C (centres undefined)
→ -3.2	5	x	-31	13	99	-14	x	100	-2
O=C(NCc1ccc2c(c1)OCO2)C1CCC(CNS(=O)(=O)c2ccccc2)CC1 (centres undefined)
→ -0.7	0	-1	-40	16	91	5	x	91	-8
CC(NC(=O)c1ccc(F)cc1)C(c1cccs1)N1CCN(C)CC1 (centres undefined)
→ -0.9	2	x	-29	5	104	-16	x	107	-16
Cc1ccc(C)c(C(=O)COC(=O)CCCC(=O)Nc2cc(C(F)(F)F)ccc2Cl)c1
→ 0.7	7	1	-13	3	96	-15	-10	103	-7
CCOC(=O)CC(NC(=O)c1ccco1)c1ccc(OC)cc1 (centres undefined)
→ -0.7	-1	-7	-57	4	99	-8	-1	105	10
O=C(NC1CCCCCC1)C1CCCN(S(=O)(=O)c2cnc[nH]2)C1 (centres undefined)
→ 0.5	1	-12	16	3	102	-4	0	97	49
Cc1c(C(c2ccc([N+](=O)[O-])cc2)c2c(C)n(C)n(-c3ccccc3)c2=O)c(=O)n(-c2ccccc2)n1C
→ -3.0	-1	1	-35	8	98	-4	x	89	-14
COc1ccc2cc(-c3cc(C(=O)OCC(=O)NC4CCS(=O)(=O)C4)c4ccccc4n3)ccc2c1 (centres undefined)
→ -3.7	0	-1	-22	15	68	14	5	62	-19
CCCc1cc2c(=O)c(-c3ccccn3)coc2cc1OC
→ -1.5	1	-24	-18	6	84	12	1	83	16
Cc1cccc(N2CCN(C(=O)Cc3ccc(-n4c(=O)[nH]c5ccsc5c4=O)cc3)CC2)c1C
→ 3.3	-2	1	-37	6	86	-4	-2	78	x
COCCN1C(=O)C(O)=C(C(=O)c2ccco2)C1c1cccc(Oc2ccccc2)c1 (centres undefined)
→ -3.4	9	4	-5	31	96	10	-2	94	11
